# Bioassay records (PubChem)
# Bim-Bcl-W = disrupts Bim peptide binding to human Bcl-W. Q92843. bead-based flow cytometry. inhibition, % at 10 µM. 0.02% of 190,000 active. AID 952;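 also: 0% = bound tracer without compound and 100% = peptide blocker; higher means less fluorescent Bim peptide bound to Bcl-W beads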
# ABCB1 block = human ABCB1 inhibition, ABCG2 as counter-screen; CCRF-Adr cells, JC-1 efflux, flow cytometry; 0.067% of 190,000 active; AID 1326; P08183; inhibition, % at 6.6 µM; in the data active = inhibition above about 40%;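 also: 0% = vehicle and 100% = reference inhibitor; higher value means more JC-1 retained so stronger ABCB1 efflux block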
# Bfl-1 Bim block = disrupts Bim binding to human Bfl-1; Bead-based flow cytometry, Bim-Bfl-1 binding inhibition; 0.12% of 190,000 active; Q16548; inhibition, % at 10 µM;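 also: 0% = wells without compound plus tracer and 100% = blocker peptide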
# ABCG2 inh = inhibitors of human ABCG2 transporter, ABCB1 counter-screen | Q9UNQ0 | IgMXP3 cells, JC-1 efflux, flow cytometry | inhibition, % at 6.6 µM | 0.1% of 190,000 active | AID 1325;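 active = inhibition above 80%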;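 also: 0% = DMSO and 100% = nicardipine control wells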
# Target sequence (Q9UNQ0 whole entry, looked up): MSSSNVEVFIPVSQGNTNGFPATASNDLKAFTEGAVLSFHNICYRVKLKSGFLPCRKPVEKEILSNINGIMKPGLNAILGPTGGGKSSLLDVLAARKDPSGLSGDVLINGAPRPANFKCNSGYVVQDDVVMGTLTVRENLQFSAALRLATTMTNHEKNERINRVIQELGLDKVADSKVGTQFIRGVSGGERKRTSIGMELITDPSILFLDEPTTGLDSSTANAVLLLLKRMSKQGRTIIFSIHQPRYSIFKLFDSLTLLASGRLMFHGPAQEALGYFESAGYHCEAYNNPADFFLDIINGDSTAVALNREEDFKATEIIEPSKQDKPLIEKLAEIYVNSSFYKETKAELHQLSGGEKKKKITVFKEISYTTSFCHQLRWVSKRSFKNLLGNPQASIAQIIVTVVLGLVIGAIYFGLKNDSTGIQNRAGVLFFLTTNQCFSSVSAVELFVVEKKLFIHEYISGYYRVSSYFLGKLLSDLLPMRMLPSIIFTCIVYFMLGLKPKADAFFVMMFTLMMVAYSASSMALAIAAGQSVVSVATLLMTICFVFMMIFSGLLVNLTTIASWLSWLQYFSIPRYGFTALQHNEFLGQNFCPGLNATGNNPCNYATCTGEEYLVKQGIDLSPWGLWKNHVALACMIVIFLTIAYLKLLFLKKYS
#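 Read-out basis: Efflux inhibition in percent versus controls | Test system: ABCG2 IgMXP3 and barcoded ABCB1 CCRF-Adr cell mix | Quantity: 3 million cells/mL in well | Schedule: 10 min at 25 °C | Control set: Nicardipine as high control, DMSO as low control | Reagent: JC-1 as fluorescent efflux pump substrate | Signal: Flow cytometry of retained JC-1 fluorescence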
# Bim-Bcl-XL = human Bim-Bcl-XL interaction inhibition | Q07817 | Bim peptide-Bcl-XL binding, bead flow cytometry, fluorescence | inhibition, % at 10 µM | 0.04% of 190,000 active | AID 1007
# Target sequence (Q07817 whole entry, looked up): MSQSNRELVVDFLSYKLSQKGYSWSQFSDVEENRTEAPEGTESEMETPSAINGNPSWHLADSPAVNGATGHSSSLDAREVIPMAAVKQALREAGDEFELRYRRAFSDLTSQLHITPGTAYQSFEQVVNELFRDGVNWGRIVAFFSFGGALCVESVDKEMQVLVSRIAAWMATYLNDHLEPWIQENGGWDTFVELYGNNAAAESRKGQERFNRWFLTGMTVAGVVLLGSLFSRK
# GSH fluor = GSH bead compound fluorescence profile | fluorescence (KMESF) at 10 µM | GSH beads flow cytometry, compound fluorescence 488/530 nm; stronger effect = higher value | AID 1776 | 0.25% of 190,000 active; in the data active = fluorescence above about 89;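 also: glutathione beads carrying GST-tagged Bcl family fusion proteins plus one bare bead set; values are compound well signal with DMSO vehicle wells as background; inactives centre near 16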
# RGS7-Gao = human RGS7-Galphao interaction regulation. Multiplexed bead flow cytometry, RGS7-Galphao binding; actives lie on both sides. P09471. 0.35% of 220,000 active. binding response (% of control), % at 10 µM; in the data active = binding response below about 49% or above about 150%;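 also: fluorescent Galphao held in activated GDP-AlF4 state binding bead-coupled RGS7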
# Bim-Bcl-B = disrupts Bim peptide binding to human Bcl-B; Q9HD36; bead-based flow cytometry; inhibition, % at 10 µM; 0.073% of 190,000 active; AID 951;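 also: 0% = tracer peptide without compound and 100% = reference inhibitor peptide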
# RGS4-Gao reg = human RGS4-Galphao interaction regulation | P09471 | Multiplexed bead flow cytometry, RGS4-Galphao binding; actives lie on both sides | binding response (% of control), % at 10 µM | 0.33% of 220,000 active | AID 1415; in the data active = binding response below about 49% or above about 150%; inactive = in between;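 also: fluorescent Galphao activated with aluminum fluoride binding bead-coupled RGS4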
# RGS8-Gao = modulates binding of RGS8 to human Galphao; P09471; multiplexed bead flow cytometry; actives lie on both sides; response (percent of control binding), % at 10 µM; 0.34% of 220,000 active; in the data active = response below about 60% or above about 140%; inactive = in between;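 also: Galphao activated as the GDP aluminium fluoride complex binding bead-coupled RGS8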
# Bim-Bcl-2 = inhibitors of Bim-Bcl-2 interaction, human | P10415 | Bead-based flow cytometry, Bim peptide-Bcl-2 binding | inhibition, % at 10 µM | 0.06% of 190,000 active; in the data active = inhibition above about 40%;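 also: 0% = no compound wells with probe peptide and 100% = reference peptide inhibitor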
# * hit, by the source's call. Rule as the data show it, unless noted: active = inhibition above about 40%.
entry	canonical_smiles	ABCB1 block	RGS4-Gao reg	Bim-Bcl-B	Bim-Bcl-XL	Bim-Bcl-W	RGS8-Gao	RGS7-Gao	ABCG2 inh	GSH fluor	Bim-Bcl-2	Bfl-1 Bim block
1	Cc1ccc(-n2ncc3c(NCc4ccco4)ncnc32)cc1C	-0.1	106	-2	0	-1	104	106	1	15	-4	-8
2	CNC(=O)NC(=O)CSc1cccc(C(F)(F)F)c1	0.2	100	-1	-1	-4	102	99	0	12	-5	-3
3	Cc1ccc(Cc2c(C)nc3nc(SCC(=O)NCCN4CCOCC4)nn3c2C)cc1	0.6	100	-8	-7	0	101	100	4	26	-12	-16
4	CN(Cc1ccccc1)C(=O)CSc1nnc(-c2ccco2)n1-c1ccccc1	0.9	99	0	-2	-2	100	98	2	6	7	4
5	CCOC(=O)C1CCN(Cc2c(O)c3ccccc3oc2=O)CC1	0.5	104	3	1	-1	104	103	5	14	0	0
6	COC(=O)C1=C(C)NC(=O)/C1=C\c1cc(C)n(-c2ccccc2C)c1C	0.9	95	-5	-3	1	100	95	1	63	-5	-6
7	Cc1c(N2C(=O)C(=O)/C(=C(/O)c3ccccc3)C2c2ccc(F)cc2)c(=O)n(-c2ccccc2)n1C (stereo not given)	0.2	104	-7	-10	-3	102	106	0	10	-5	-8
8	NC(=O)c1c(NC(=O)C2CCCO2)sc2c1CCCCC2 (stereo not given)	0.1	95	-21	-4	1	89	109	-2	3	3	18

# Carrying on:
entry	canonical_smiles	ABCB1 block	RGS4-Gao reg	Bim-Bcl-B	Bim-Bcl-XL	Bim-Bcl-W	RGS8-Gao	RGS7-Gao	ABCG2 inh	GSH fluor	Bim-Bcl-2	Bfl-1 Bim block
9	COCC(C)NS(=O)(=O)c1ccc(OC)cc1 (stereo not given)	-0.1	102	-9	-6	-3	102	101	1	31	-12	-18
10	N#CCC(=O)Nc1cc(C(F)(F)F)ccc1N1CCOCC1	0.2	98	-3	1	-3	101	98	1	14	-2	-3
11	O=C(CN1CCOCC1)Nc1ccc(OCc2ccccc2)cc1	0.1	103	-6	0	-3	103	104	1	26	-2	-3
12	Cc1cc(-c2c(C)[nH]n(-c3ccc(Cl)cc3)c2=O)n(-c2ccc(Cl)cc2)n1	0.1	93	-1	-4	-1	95	89	2	15	-1	0
13	COc1ccccc1C1CC(c2ccccc2)=NN1C(=S)Nc1ccccc1 (stereo not given)	0.5	103	-5	-1	1	102	97	0	15	2	-1
14	O=C(CCCOc1ccc(Cl)cc1Cl)N/N=C/c1ccccc1	-0.2	103	4	2	0	103	99	0	10	10	4
15	CCCNC(=O)c1ccc(C2SCC(=O)N2Cc2ccccc2)cc1 (stereo not given)	0.4	101	-6	-2	-1	98	99	2	9	0	0
16	CCc1ccccc1NC(=O)c1ccc(Cn2cc([N+](=O)[O-])cn2)cc1	0.2	101	-5	-1	0	101	97	-2	7	-4	0

# Twelve entries from above, screen by screen:
5	CCOC(=O)C1CCN(Cc2c(O)c3ccccc3oc2=O)CC1
6	COC(=O)C1=C(C)NC(=O)/C1=C\c1cc(C)n(-c2ccccc2C)c1C
7	Cc1c(N2C(=O)C(=O)/C(=C(/O)c3ccccc3)C2c2ccc(F)cc2)c(=O)n(-c2ccccc2)n1C (stereo not given)
8	NC(=O)c1c(NC(=O)C2CCCO2)sc2c1CCCCC2 (stereo not given)
9	COCC(C)NS(=O)(=O)c1ccc(OC)cc1 (stereo not given)
10	N#CCC(=O)Nc1cc(C(F)(F)F)ccc1N1CCOCC1
11	O=C(CN1CCOCC1)Nc1ccc(OCc2ccccc2)cc1
12	Cc1cc(-c2c(C)[nH]n(-c3ccc(Cl)cc3)c2=O)n(-c2ccc(Cl)cc2)n1
13	COc1ccccc1C1CC(c2ccccc2)=NN1C(=S)Nc1ccccc1 (stereo not given)
14	O=C(CCCOc1ccc(Cl)cc1Cl)N/N=C/c1ccccc1
Compound | 5 | 6 | 7 | 8 | 9 | 10 | 11 | 12 | 13 | 14
ABCB1 block | 0.5 | 0.9 | 0.2 | 0.1 | -0.1 | 0.2 | 0.1 | 0.1 | 0.5 | -0.2
RGS4-Gao reg | 104 | 95 | 104 | 95 | 102 | 98 | 103 | 93 | 103 | 103
Bim-Bcl-B | 3 | -5 | -7 | -21 | -9 | -3 | -6 | -1 | -5 | 4
Bim-Bcl-XL | 1 | -3 | -10 | -4 | -6 | 1 | 0 | -4 | -1 | 2
Bim-Bcl-W | -1 | 1 | -3 | 1 | -3 | -3 | -3 | -1 | 1 | 0
RGS8-Gao | 104 | 100 | 102 | 89 | 102 | 101 | 103 | 95 | 102 | 103
RGS7-Gao | 103 | 95 | 106 | 109 | 101 | 98 | 104 | 89 | 97 | 99
ABCG2 inh | 5 | 1 | 0 | -2 | 1 | 1 | 1 | 2 | 0 | 0
GSH fluor | 14 | 63 | 10 | 3 | 31 | 14 | 26 | 15 | 15 | 10
Bim-Bcl-2 | 0 | -5 | -5 | 3 | -12 | -2 | -2 | -1 | 2 | 10
Bfl-1 Bim block | 0 | -6 | -8 | 18 | -18 | -3 | -3 | 0 | -1 | 4

15	CCCNC(=O)c1ccc(C2SCC(=O)N2Cc2ccccc2)cc1 (stereo not given)
16	CCc1ccccc1NC(=O)c1ccc(Cn2cc([N+](=O)[O-])cn2)cc1
Compound | 15 | 16
ABCB1 block | 0.4 | 0.2
RGS4-Gao reg | 101 | 101
Bim-Bcl-B | -6 | -5
Bim-Bcl-XL | -2 | -1
Bim-Bcl-W | -1 | 0
RGS8-Gao | 98 | 101
RGS7-Gao | 99 | 97
ABCG2 inh | 2 | -2
GSH fluor | 9 | 7
Bim-Bcl-2 | 0 | -4
Bfl-1 Bim block | 0 | 0

# (next part)
entry	canonical_smiles	ABCB1 block	RGS4-Gao reg	Bim-Bcl-B	Bim-Bcl-XL	Bim-Bcl-W	RGS8-Gao	RGS7-Gao	ABCG2 inh	GSH fluor	Bim-Bcl-2	Bfl-1 Bim block
17	CC(C)CNC(=S)N1CCN(C(c2ccccc2)c2ccccc2)CC1	0.2	104	-5	0	-1	107	102	2	6	0	-1
18	COc1c(Cl)cc(Cl)cc1/C=C/C(=O)c1ccc(NC(=O)c2cccs2)cc1	-0.3	25*	-9	-11	-5	22*	16*	-2	10	-5	0
19	N/C(=N\OC(=O)c1ccccc1[N+](=O)[O-])c1cccnc1	0.3	97	-9	-5	1	96	98	3	18	-8	-10
20	COc1ccc(NS(=O)(=O)c2ccc(NC(=O)c3ccc(Br)cc3)cc2)nn1	-0.3	101	1	-2	2	105	100	0	21	-2	-4
21	COc1ccc(C(=O)c2cn[nH]c2-c2cc(Cl)ccc2O)cc1	0.1	98	-10	-5	1	104	100	2	33	-11	-12
22	Cc1ccc(S(=O)(=O)N(C)C)cc1NC(=O)C(C)Sc1ccccc1 (stereo not given)	0.5	100	-6	-4	-3	102	95	3	9	-2	-6
23	Cc1ccc(Nc2nc(N)nc(CN3CCN(Cc4ccc5c(c4)OCO5)CC3)n2)cc1Cl	0.5	-9.2*	-4	0	-7	75	45*	1	20	-4	-4
24	Cc1onc(-c2c(F)cccc2Cl)c1C(=O)NC1=NCCS1	0.1	97	-1	-4	-5	101	97	-1	18	0	-3

# Other compounds.
entry	canonical_smiles	ABCB1 block	RGS4-Gao reg	Bim-Bcl-B	Bim-Bcl-XL	Bim-Bcl-W	RGS8-Gao	RGS7-Gao	ABCG2 inh	GSH fluor	Bim-Bcl-2	Bfl-1 Bim block
25	O=C(CN(C1CCCCC1)S(=O)(=O)c1ccc(Br)cc1)NCc1ccncc1	0.9	95	-1	0	3	82	90	0	21	2	-1
26	CCOC(=O)c1c(N)nn(C(=O)C(C)C)c1-c1ccc(OC)cc1	0.6	103	-21	-3	-1	101	109	7	33	-12	-7
27	O=C(Cn1[nH]c(=O)c2ccccc2c1=O)NC1CCCCCC1	0.3	99	-8	-3	-3	100	96	5	12	-14	-11
28	Nc1c(C(=O)NCCc2ccccc2)nnn1Cc1ccc(Br)cc1F	1.1	99	-4	-1	-1	102	106	7	12	-1	-6
29	O=C(c1cccnc1)N(Cc1ccccc1)C1(C(=O)Nc2ccccc2)CCCCC1	0.0	102	-6	-5	-1	100	97	-1	10	0	0
30	O=C(c1ccc2c(c1)OCO2)N1CCNc2ccccc2C1	0.4	97	0	-1	0	95	98	1	27	-2	1
31	CCOC(=O)C(=O)Nc1nnc(C2CCCCC2)s1	-0.2	96	-13	-6	2	97	114	4	36	-6	-2
32	CCCOc1ccc(N2C(=O)CC(N3CCN(C(=O)c4ccco4)CC3)C2=O)cc1 (stereo not given)	0.8	102	-1	0	0	100	99	2	15	-3	0

# Continued:
entry	canonical_smiles	ABCB1 block	RGS4-Gao reg	Bim-Bcl-B	Bim-Bcl-XL	Bim-Bcl-W	RGS8-Gao	RGS7-Gao	ABCG2 inh	GSH fluor	Bim-Bcl-2	Bfl-1 Bim block
33	COc1ccccc1/C=N/NC(=O)C1=NNC(c2ccccc2)(c2ccccc2)C1	-0.2	91	-4	-5	-3	94	93	-1	18	1	-2
34	CCOC(=O)Nc1nn(-c2ccc(C)cc2)c(=O)c(C#N)c1C	0.3	101	-2	-2	0	103	104	3	13	-2	-2
35	COc1ccc2nc(C)cc(SCC(=O)N3CCCCC3)c2c1	0.7	99	-8	-4	-1	103	100	1	17	-8	-10
36	CC1=NN(Cc2ccccc2)C(=O)/C1=C\c1ccc(N(C)C)cc1	-6.1	103	-7	-4	0	105	108	-6	12	-10	-8
37	Cc1ccc(-c2nnc3n2N=C(c2ccccc2)CS3)cc1	1.1	107	-3	-6	-2	105	108	5	18	-7	-8
38	CCCCNC(=O)CSc1nc2cc3c(cc2c(=O)n1CCCN(CC)CC)OCO3	3.2	104	-5	4	0	100	94	13	26	-7	-10
39	Cc1ccc(C)c(OCC(=O)Nc2ccc(N3CCOCC3)cc2)c1	0.2	96	1	-1	-1	99	100	2	26	-4	-4
40	COc1ccc(/C=N\NC(=O)COc2ccccc2)c(C(=O)O)c1OC	0.1	102	-5	-8	-6	101	98	13	20	-11	-13
41	CCOC(=O)C1=C(C)N(C)C(=O)NC1c1c(C)nn(-c2ccc(C)cc2)c1Cl (stereo not given)	1.3	120	-2	-1	-1	102	113	2	6	4	-2
42	S=C1NCCOCCOCCOCCN1	0.0	98	-3	0	-1	98	97	0	19	-1	-1
